# From PubChem BioAssay
# GAA inhib: alpha-glucosidase (human) inhibition; purified human GAA, 4-MU-alpha-glucoside fluorescence; Potency, µM (top dose mostly 76.9 µM), without a hit: at the top dose activity change, negative = inhibition, usual class: inhibitors; hit rate 0.005% among 200,000; AID 1466;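 also: potency is read from the fitted curve at half-maximal effect; plate controls were uninhibited enzyme wells for no effect and no-enzyme background for full effect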
#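 Activity normalized between no-enzyme (basal) and enzyme-only wells. Conditions: 4 nM human enzyme, 400 uM fluorogenic substrate, citrate/phosphate pH 5.0 with Tween-20, 20 min room temperature, compounds up to 77 uM.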
# LMNA splice mod: changes lamin A minigene splicing in HeLa cells; HeLa LMNA splicing GFP/RFP minigene ratio, 48 h; Potency, µM (top dose mostly 46.1 µM), for inactives: at the highest dose ratio change, negative = inhibition, usual class: inhibitors; hit rate 0.01% among 200,000; active = well fitted inhibition curve with a large enough effect in the signal ratio, with a control signal flat, not every such curve was filed as active; inconclusive = small, poorly fitted or top-dose-only effect, or effect the other way, or a change in a side signal; the % refers to the signal ratio; also: potency is read from the fitted curve at half-maximal effect; % is scaled to controls: 0 for no effect and ±100 for the full control effect
#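 Read-out is the ratio of GFP to DsRed2 object intensity, acquired by 488 nm laser-scanning cytometry on HeLa lamin A-EGFP minigene reporter cells. Compound incubation 48 hrs at 37 °C in Opti-MEM with 2% FBS; DMSO 0.5% final.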
# aGlu spleen mod: lysosomal alpha-glucosidase (human) modulation; P10253; human spleen homogenate, 4-MU-alpha-glucoside fluorescence; Potency, µM (series often up to 79.9 µM), for the others: at the highest dose activity change, negative = inhibition, hits mostly inhibitors; hit rate 0.006% among 240,000; AID 2112;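 also: potency is read from the fitted curve at half-maximal effect; 0% = enzyme with vehicle and -100% = no enzyme basal signal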
#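 Enzyme source: human spleen homogenate, 1 ug/well. Buffer 50 mM citric acid/K phosphate pH 5.0, 0.01% Tween-20. 4-MU-alpha-glucoside 1 mM; 37 C x 40 min; NaOH/glycine stop; fluorescence.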
# GAA glycogen: GAA glycogen-cleavage inhibition or activation; P10253; recombinant GAA, glycogen substrate, Amplex Red glucose oxidase fluorescence; Potency, µM (doses to about 76.4 µM), for the others: at the highest dose activity change, negative = inhibition, hits mostly inhibitors; hit rate 0.38% among 300,000; AID 2100;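 also: potency is read from the fitted curve at half-maximal effect; 0% = full enzyme reaction and -100% = no-enzyme basal signal; the screen sought inhibitors and activators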
#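 Recombinant human alpha-glucosidase (4 nM final) hydrolysed bovine liver glycogen (30 ug) for 40 min at 37 C in pH 5.0 citrate/phosphate with 0.01% Tween-20. Released glucose detected by glucose oxidase/Amplex Red, Ex 573/Em 610 nm. Compounds up to 77 uM; AC50 from Hill fits.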
# HTT ATP protect: protects HTT-Q103 PC12 cells, measured by ATP; Potency, µM (series often up to 56.4 µM), for inactives: cytoprotection (ATP increase), most hits filed as activators; PC12 HTT-Q103 induced, cytoprotection, ATP luminescence, 40 h; hit rate 0.14% among 230,000;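 also: potency is read from the fitted curve at half-maximal effect; % of control where 0% means no effect; nearly all actives have a fitted effect of over 45% in size; toxic huntingtin expression switched on by the ecdysone agonist tebufenozide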
#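 Quantitative HTS on tebufenozide-induced (100 nM) PC12 cells expressing HTTQ103 exon 1–GFP; compounds tested as a concentration series; survival measured via cellular ATP.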
# CBFb RUNX1 block: inhibitors of human CBF-beta and RUNX1 interaction; Q01196+Q13951; AlphaScreen CBFb-His/RUNX1-biotin binding, biochemical; Potency, µM (series often up to 59.8 µM), for the others: at the highest dose activity, negative = inhibition, hits mostly inhibitors; 230,000 tested, under 10 active; also: % of control where 0% means no effect
# Target sequence (Q01196 whole entry, looked up): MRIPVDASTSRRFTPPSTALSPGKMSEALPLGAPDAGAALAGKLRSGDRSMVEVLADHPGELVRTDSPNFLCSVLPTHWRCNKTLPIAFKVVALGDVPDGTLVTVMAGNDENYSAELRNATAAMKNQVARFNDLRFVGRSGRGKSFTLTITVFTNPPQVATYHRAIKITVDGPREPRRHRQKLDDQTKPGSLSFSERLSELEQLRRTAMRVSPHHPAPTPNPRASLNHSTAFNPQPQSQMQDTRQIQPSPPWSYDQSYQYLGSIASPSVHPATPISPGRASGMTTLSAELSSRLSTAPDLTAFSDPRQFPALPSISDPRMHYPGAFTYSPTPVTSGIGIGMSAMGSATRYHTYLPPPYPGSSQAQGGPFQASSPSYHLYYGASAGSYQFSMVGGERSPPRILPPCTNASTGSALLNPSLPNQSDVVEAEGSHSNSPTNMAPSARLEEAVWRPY
# Target sequence (Q13951 whole entry, looked up): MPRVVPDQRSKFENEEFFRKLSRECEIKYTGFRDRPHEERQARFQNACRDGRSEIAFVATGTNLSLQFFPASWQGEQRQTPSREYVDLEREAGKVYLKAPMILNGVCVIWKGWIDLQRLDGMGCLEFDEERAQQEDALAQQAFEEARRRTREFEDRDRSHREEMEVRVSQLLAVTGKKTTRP
#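 Room-temperature protein-protein interaction test with 30 nM each of His-tagged CBF-beta and biotinylated RUNX1, 15 min with compound, then 90 min with nickel plus streptavidin beads. Signal read in AlphaScreen mode.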
# HTT aggregate: reduces HttQ103-GFP aggregates in PC12 cells; PC12 HttQ103-GFP aggregates, Acumen cytometry, 40 h; Potency, µM (top dose mostly 46.1 µM), without a hit: at the highest dose activity change, negative = inhibition, most hits filed as inhibitors; hit rate 1.1% among 220,000; AID 1688; also: potency is read from the fitted curve at half-maximal effect; % is scaled to controls: 0 for no effect and ±100 for the full control effect; nearly all actives have a fitted effect of over 60% in size
#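 Compounds (qHTS titration) were added to PC12 cells expressing an ecdysone-driven HTT exon 1 Q103–GFP fusion after induction with 100 nM tebufenozide. Aggregate formation was measured as GFP objects in cell lysates.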
# An asterisk follows results filed as active; ? = inconclusive; . = not tested or not shown; [ ] = dose if it differs, or a comment. Unless noted, calls follow the shape of the dose curve; as a rule, active = well fitted curve in the direction sought with a large enough effect; inconclusive = small, poorly fitted or top-dose-only effect, or another doubt; inactive = no such curve, though single readings can be large; an effect the other way counts as inactive or inconclusive.
SMILES,GAA inhib,LMNA splice mod,aGlu spleen mod,GAA glycogen,HTT ATP protect,CBFb RUNX1 block,HTT aggregate
N#Cc1cc2cc3c(cc2nc1SCC(=O)OC1CCCCC1)OCO3,?,-1%,4%,9%,6%,3%,4%
COC(=O)c1cn(CC(=O)NCc2ccco2)c2ccccc12,-11%,6%,4%,-1%,1%[0.074 µM],1%,6%
Cn1c(SCC(=O)NNC(=O)Cc2ccccc2)nnc1-c1ccc(Cl)cc1,-7%,-7%,-5%,3%,18%[10 µM],0%,1%
CCOC(=O)/C(=C/Nc1ccccc1)[N+](=O)[O-],1%,0%,-21%,5%,-3%,-3%,-9%
CSc1nnc(-c2cccc(NC(=O)c3ccccc3)c2)n1C,.,.,-1%,-2%,1%[10 µM],7%,4%[9.22 µM]
O=C(CCNC(=O)OCc1ccccc1)NC1CCCCC1,-1%,-7%,3%,6%,-9%[10 µM],-1%,6%
C#CCOCCOCCOCCNc1nc(N2CCN(C(=O)[C@H](C(C)C)n3cc(CCO)nn3)CC2)nc(N2CCN(C(=O)[C@H](C(C)C)n3cc(CCO)nn3)CC2)n1,-5%,?,5%,1%,.,0%[2.36 µM],12%
C#CC(C)OC(=O)Nc1cnccc1C(F)(F)F (stereo not drawn),.,.,-1%,-6%,2%[10 µM],3%,8%[9.22 µM]
O=C(O)C1CC=CCC1C(=O)Nc1cccc(F)c1 (stereo not drawn),1%,16%,1%,4%,19%[1.9 µM],-10%,?
Cc1cccc(C)c1-n1nnnc1SCSc1nnnn1-c1c(C)cccc1C,0%,7%,-3%,1%,5%[10 µM],0%,-13%
COc1cccc(-c2cc(C(F)(F)F)nc(-n3cncn3)n2)c1,-3%,0%,-2%,4%,7%,-5%,16%
COC(=O)N/N=C/c1ccccc1OCc1ccccc1,1%,-2%,-6%,2%,2%[10 µM],8%,-17%
O=S(=O)(c1cccc(-c2csc(N/N=C/c3ccco3)n2)c1)N1CCOCC1,.,.,-17%,?,-17%[10 µM],-19%,11%[9.22 µM]
CCc1ccccc1NC(=O)CN(C)Cc1nc(N)nc(Nc2ccccc2C)n1,-5%,3%,-3%,-2%,-12%,-14%,5%
O=C(Nc1nc(-c2ccc(Cl)cc2Cl)cs1)c1ccc(OCC2CCCO2)cc1 (stereo not drawn),5%,?,-8%,3%,.,9%,?

# Reprinted at random: two entries already listed.
SMILES,GAA inhib,LMNA splice mod,aGlu spleen mod,GAA glycogen,HTT ATP protect,CBFb RUNX1 block,HTT aggregate
COc1cccc(-c2cc(C(F)(F)F)nc(-n3cncn3)n2)c1,-3%,0%,-2%,4%,7%,-5%,16%
Cc1cccc(C)c1-n1nnnc1SCSc1nnnn1-c1c(C)cccc1C,0%,7%,-3%,1%,5%[10 µM],0%,-13%

# Next section:
SMILES,GAA inhib,LMNA splice mod,aGlu spleen mod,GAA glycogen,HTT ATP protect,CBFb RUNX1 block,HTT aggregate
Cc1cc(CNC(=O)COc2c(F)c(F)cc(F)c2F)c2ccccc2n1,-3%,-17%[46 µM],2%,21%,-13%,9%,6%
CCCn1c(N)c(Br)c(=O)[nH]c1=O,-1%,-5%,-2%,12%,11%[1.9 µM],3%,-22%
[O-]C1=N/[N+](=C/c2ccccc2Cl)CC1,4%,-2%,-1%,?,0%,10%,6%
CC(=O)Nc1sc2c(c1CN1CCN(C)CC1)CCCC2,8%,10%[0.0737 µM],2%,-12%,-10%,2%,9%
Cc1cc(C)n(-c2ccc(C(=O)OCC(=O)Nc3ccc([N+](=O)[O-])cc3)cc2)n1,?,-6%,-6%,7%,16%[10 µM],7%,-11%
O=C(N1CCOCC1)N1c2ccccc2CC(N2CCOCC2)c2ccccc21 (stereo not drawn),-3%,-3%,-1%,-9%,-4%[0.074 µM],7%,-1%
Cc1c(C(=O)NCCC2=CCCCC2)oc2ccc(S(=O)(=O)N3CCOCC3)cc12,-10%,?,-11%,-21%,-111%[inhibitor],6%,?
C[C@@H]1CN(Cc2nc(Cc3ccccc3F)no2)C[C@H](C)O1,3%,.,3%,7%,15%[10 µM],2%,0%[9.22 µM]
Cn1cc(C(=O)NC2CCCCCCC2)c(=O)c2cc(S(=O)(=O)N3CCCC3)ccc21,1%,-2%,-15%,2%,?,1%,-10%
CN1C(=O)c2oc3ccccc3c(=O)c2C1c1ccccn1 (stereo not drawn),0%,-1%,-3%,-1%,-29%[0.074 µM],1%,-8%
Cc1nc(S/C(C(=O)O)=C2/C(=O)Nc3ccccc32)n[nH]1,.,.,3%,4%,13%[10 µM],9%,6%[9.22 µM]
CN(C)c1ccc(O)c2c1C[C@H]1C[C@H]3[C@@H](N(C)C)C(=O)C(C(N)=O)=C(O)[C@]3(O)C(=O)C1=C2O,.,9%,-8%[29.1 µM],.,4%[40.3 µM],-12%[21.7 µM],.
COC(=O)C1=C(C)N(c2ccc(OC)c(OC)c2)C(=O)C1,-1%,-8%,1%,-28%,-7%[10 µM],1%,33%
C=CCn1c(SCC(=O)c2ccc(CNC(C)=O)o2)nc2ccccc2c1=O,4%,20%,-5%,7%,-2%,-15%,-1%
COc1cc(OC)nc(NC(=O)NS(=O)(=O)c2ccccc2Cl)n1,.,.,9%,-2%,17%[10 µM],0%,-6%[9.22 µM]
O=C(Cn1cnc2ccccc2c1=O)c1ccc2ccccc2c1,-3%,?,3%,2%,-33%,0%,-3%
N#CC(C(=O)NCCc1ccccc1)c1nc2ccccc2nc1N1CCCCC1 (stereo not drawn),1%,1%,0%,-1%,12%,9%,11%
NC(=O)C1(N2CCCCC2)CCN(C(=O)c2ccc(-n3cnnn3)cc2)CC1,-9%,-4%,-6%,4%,-3%,0%,-1%
CCCOc1ccc(C(=O)NC(=S)Nc2nc3ccc(C)cc3s2)cc1,?,8%,-5%,16%,19%,1%,14%
Cc1ccc(-c2nc(S(=O)(=O)c3ccc(F)cc3)c(SCC(=O)NCC3CCCO3)o2)cc1 (stereo not drawn),-4%,5%,5%,2%,-18%[10 µM],-7%,-8%
CCOc1ccc(C2Oc3nc(SC)nnc3-c3ccccc3N2C(C)=O)cc1OC (stereo not drawn),-1%,-7%,2%,7%,-6%,16%,?
CC(=O)c1ccc(-c2nnc(CCC(=O)N(C)Cc3cnc4ccccn34)o2)s1,-7%,.,11%,-8%,13%[10 µM],2%,-2%[9.22 µM]
Cc1c(OCc2nn[nH]n2)ccc2c3c(c(=O)oc12)CCC(C)C3 (stereo not drawn),-8%,4%,-5%,7%,3%,-1%,18%
O=S(=O)(c1ccc(-c2ccon2)s1)N1CCOCC1,.,.,2%,-6%,19%[10 µM],5%,3%[9.22 µM]
COC(=O)C1CCN(C(=O)COC(=O)Cc2c[nH]c3ccccc23)CC1,-13%,-5%,-3%,-4%,-14%,0%,4%
COc1ccc(OC)c(C(c2nnnn2Cc2ccccc2)N2CCN(C)CC2)c1 (stereo not drawn),-4%,14%,-5%,8%,-1%,7%,-2%[9.22 µM]
CCCCC(=O)N=c1sc2c(OC)ccc(OC)c2n1C,.,.,0%,1%,6%[10 µM],-1%,-18%[9.22 µM]
O=C1S/C(=C/c2ccccc2F)C(=O)N1CCN=C1NS(=O)(=O)c2ccccc21,5%,?,-19%,9%,5%[10 µM],8%,8%
COc1cccc(/C=N/NC(=O)CN(CCc2ccccc2)S(=O)(=O)c2ccc(NC(C)=O)cc2)c1,-13%,?,-2%,4%,1%[10 µM],-10%,?
Cc1cc(NC(=O)CSc2nnc(-c3ccccc3)o2)no1,3%,?,-1%,8%,11%[10 µM],-6%,?
CC(=O)NS(=O)(=O)c1ccc(N=c2ssc3c2-c2cc(C)c(C)cc2NC3(C)C)cc1,0%,?,-4%,7%,89%[0.074 µM],?,16%
O=[N+]([O-])c1ccccc1CCO,.,.,-5%,.,1%,-6%[21.7 µM],.
CCCCOC(=O)C1C2C=C[C@]3(CN(C(C)c4ccc(OC)cc4)C(=O)[C@H]13)O2 (stereo partly drawn),-6%,7%,4%,-3%,-15%,0%,-8%
Cc1nc2ccccc2c(=O)n1/N=C/c1ccc2ccccc2c1O,.,.,0%,-3%,18%[10 µM],-16%,1%[9.22 µM]
Cc1cc(C)n2ncc(C(=O)Nc3cccc(O)c3)c2n1,-4%,.,-4%,9%,-43%[inhibitor],-5%,11%
Cc1ccc(C(C(=O)NC(C)(C)C)N(C(=O)c2csnn2)c2ccccc2F)o1 (stereo not drawn),-2%,-2%,-8%,3%,-21%[10 µM],1%,7%
COc1cccc(Cn2c(=O)c(-c3cccs3)nc3cncnc32)c1,.,?,-5%,.,9%,.,.
OCCNc1nc(Nc2ccccc2)nc(Nc2ccccc2)n1,-2%,-3%,-2%,2%,1%,-1%,-13%
COc1ccc(Nc2nc(N)nc(CSc3nc(C)cc(C)n3)n2)cc1,14%,21%[46 µM],2%,16%,6%[10 µM],-2%,-1%[9.22 µM]
O=c1cc(-c2ccccc2)[nH]n1-c1nc2ccccc2[nH]1,?,-14%,4%,6%,-11%,1%,-15%
CC(=O)c1cccc(S(=O)(=O)N(C)C2CCN(C)CC2)c1,1%,?,-1%,-13%,-9%,1%,-13%
O=C(NCc1cccs1)C(Cc1ccccc1)NS(=O)(=O)c1cccs1 (stereo not drawn),4%,-9%,-3%,-2%,22%[10 µM],15%,4%
COc1ccc(-c2ccc(SC)nn2)cc1,-6%,3%[46 µM],.,9%,-137%[inhibitor],0%,3%
O=C(CSc1nnc(-c2cccnc2)n1CCN1CCCCC1)Nc1cccc(Cl)c1,4%,13%,-5%,3%,9%[10 µM],-1%,-14%
COc1ccc(C2CC(c3c(-c4ccccc4)c4cc(Cl)ccc4[nH]c3=O)=NN2S(C)(=O)=O)cc1OC (stereo not drawn),4%,-4%,-15%,3%,-9%[10 µM],11%,21%
O=C(O)c1ccc(NS(=O)(=O)c2ccsc2C(=O)O)c(O)c1,.,.,10%,.,-5%,10%,.
CCOc1ccc(NC(=S)NCc2ccc3[nH]c(C)cc3c2)cc1,-8%,?,0%,-3%,17%,-18%,-6%
Nc1nc(SCC(=O)Nc2ccc([N+](=O)[O-])cc2Br)n[nH]1,-1%,?,3%,9%,13%[10 µM],-2%,-8%
COc1ccc(C(=O)Cn2c(=N)n(C)c3ccccc32)cc1,-5%[15.4 µM],.,2%,2%,-12%[10 µM],2%,-5%[9.22 µM]
